# RGS4 inh: inhibitors of human RGS4. 310,000 compounds, 0.45% hits. P49798. B-score at 10 µM. AID 463165. HEK293 M3R/RGS4 inducible, Fluo-4 calcium flux; hits give high values; triggered by carbachol at its EC20;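 active = B-score, a plate-corrected calcium signal, over three deviations above library mean, with baseline fluorescence within five deviations of library mean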;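 note: RGS4 expression induced by doxycycline in cells with stable M3 receptor; B-score is computed from the integrated fluorescence ratio over baseline after carbachol; higher B-score means a larger calcium signal and so more RGS4 inhibition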
# Target sequence (P49798 whole entry, looked up): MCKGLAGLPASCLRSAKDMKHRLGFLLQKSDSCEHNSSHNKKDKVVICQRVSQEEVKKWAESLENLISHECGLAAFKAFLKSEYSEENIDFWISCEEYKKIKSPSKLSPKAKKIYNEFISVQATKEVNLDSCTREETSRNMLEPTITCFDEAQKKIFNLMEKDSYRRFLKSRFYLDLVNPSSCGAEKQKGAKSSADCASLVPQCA
# hERG protect: compounds protecting human hERG from proarrhythmic drug block. 310,000 compounds, 0.51% hits. activation (rescue from dofetilide block), less the hit threshold, % at 10 µM. AID 1511. CHO-hERG, FluxOR thallium flux, dofetilide IC70 present;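 active = activation above the mean of controls blocked by dofetilide plus 5 SD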;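 note: thallium influx through hERG after potassium depolarization seen as dye fluorescence rise; in these data hits start at about 4.7%; inactives centre near -7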
# ANO1 activ: activators or potentiators of mouse TMEM16A chloride channel; B-score at 10 µM; HEK293 TMEM16A/YFP-H148Q/I152L, iodide quench fluorescence; hits give low values; AID 623877; 340,000 compounds, 0.3% hits;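 active = fluorescence-ratio B-score plate-corrected deviation score at least 3 library SD below zero, with starting fluorescence score within 5 deviations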;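 note: channel opened by trigger with iodide after compound preincubation; score built on the fluorescence ratio of max minus min over baseline; more negative score means more quench and so TMEM16A activation or potentiation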
# HDAC3 inh: human HDAC3 inhibition. O15379. recombinant HDAC3, fluorogenic peptide/trypsin coupled, fluorescence. inhibition, % at 8.3 µM. 320,000 compounds, 0.15% hits; in the data active = inhibition above about 26%, passing the limit was not always enough
# KCNK9 inh: blocks the human KCNK9 two-pore domain potassium channel; 310,000 compounds, 1.2% hits; HEK293 KCNK9, FluxOR thallium flux fluorescence; hits give low values; Q9NPC2; B-score at 10 µM; AID 488922;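 active = ratio B-score over 3 SD below the library mean, with starting fluorescence within 5 SD of its mean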;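 note: negative B-score means less thallium flux so channel inhibition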
# Target sequence (Q9NPC2 whole entry, looked up, the tested form may be a part): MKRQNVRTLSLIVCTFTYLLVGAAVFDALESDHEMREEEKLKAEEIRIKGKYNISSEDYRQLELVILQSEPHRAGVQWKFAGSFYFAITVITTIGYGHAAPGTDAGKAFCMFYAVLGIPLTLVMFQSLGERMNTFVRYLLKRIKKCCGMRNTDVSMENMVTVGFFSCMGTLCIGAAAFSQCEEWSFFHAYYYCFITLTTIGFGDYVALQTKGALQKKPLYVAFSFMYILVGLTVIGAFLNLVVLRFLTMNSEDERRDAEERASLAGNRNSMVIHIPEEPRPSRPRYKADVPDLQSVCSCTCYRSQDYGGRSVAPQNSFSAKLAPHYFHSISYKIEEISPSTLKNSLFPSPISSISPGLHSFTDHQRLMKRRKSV
# TMEM16A inh: blocks the mouse calcium-activated chloride channel TMEM16A. normalized B-score (activity score, 25-100; higher = stronger inhibition) at 10 µM. Q8BHY3. HEK293 TMEM16A/YFP iodide influx fluorescence, ionomycin. 310,000 compounds, 1.2% hits. AID 588511;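 active = ratio plate-corrected score three or more library SD toward inhibition, starting fluorescence score within five deviations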;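 note: score derived from kinetic fluorescence span divided by baseline fluorescence per well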
# SKKanGAS inh: SKKanGAS growth inhibition | S. pyogenes SKKanGAS, kanamycin growth, BacTiter-Glo, 6 h | inhibition, % at 7.5 µM | 300,000 compounds, 1.3% hits;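 active = mean replicate score, as percent of positive control median, at least 50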;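 note: strain carries kanamycin resistance gene driven by streptokinase promoter and grows in 40 µg/ml kanamycin; loss of luminescence reflects streptokinase promoter inhibition or plain growth inhibition; 0% = median of DMSO wells and 100% = positive control at its reference dose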
# KCNQ1 inh: blocks the human KCNQ1 potassium channel | P51787 | CHO-K1 KCNQ1, FluxOR thallium flux fluorescence; hits give high values | B-score at 10 µM | 310,000 compounds, 1.3% hits | AID 2642;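 active = compounds whose thallium flux B-score, printed positive for inhibition, exceeds three library SD while starting fluorescence stays within three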;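 note: channel opened by potassium depolarization with thallium stimulus after 20 min compound exposure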
# RGS4 pot: RGS4 potentiation or activation; HEK293 M3R/inducible RGS4, carbachol calcium flux Fluo4; hits give low values; B-score at 10 µM; 310,000 compounds, 0.92% hits; AID 463111;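 active = B-score of the integrated calcium signal more than 4 SD below the library mean, with starting fluorescence not abnormally high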;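 note: negative B-score means reduced calcium response which marks RGS4 activation or potentiation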
#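 test system = HEK293 cells with stable M3R and inducible RGS4 | schedule = recording 10 s baseline at 1 Hz, 100 s post-agonist | technique = Fluo4-AM (2 µM) calcium-flux fluorescence, kinetic read | measure = Agonist-evoked peak-minus-minimum fluorescence over baseline, integrated ratio, B score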
# KCNQ1 act: potentiates or activates the human KCNQ1 potassium channel | P51787 | CHO-K1 KCNQ1, thallium flux FluxOR fluorescence; hits give high values | B-score at 10 µM | 310,000 compounds, 0.35% hits | AID 2648;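 active = fluorescence ratio B-score, a plate-corrected score, at least three library SD, with initial intensity B-score within 5 SD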
#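 Assay system: stable KCNQ1 CHO-K1 line; medium: assay buffer, equal DMSO in all wells; timing: 90 min dye loading and 20 min compound exposure, both at room temperature; technique: kinetic FluxOR thallium fluorescence, 10-s 1-Hz baseline, 110-s post-stimulus read; read-out basis: B score of baseline-normalized fluorescence ratio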
# KCNK3 block: human KCNK3 channel inhibition, primary screen; 340,000 compounds, 0.84% hits; B-score at 10 µM; CHO-KCNK3 thallium flux, FluxOR fluorescence; hits give low values;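 active = B-score under library mean minus 4 SD, starting fluorescence ratio at most library mean plus 5 SD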;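 note: more negative B-score means stronger inhibition of thallium flux through KCNK3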
# Target sequence (O14649 whole entry, looked up): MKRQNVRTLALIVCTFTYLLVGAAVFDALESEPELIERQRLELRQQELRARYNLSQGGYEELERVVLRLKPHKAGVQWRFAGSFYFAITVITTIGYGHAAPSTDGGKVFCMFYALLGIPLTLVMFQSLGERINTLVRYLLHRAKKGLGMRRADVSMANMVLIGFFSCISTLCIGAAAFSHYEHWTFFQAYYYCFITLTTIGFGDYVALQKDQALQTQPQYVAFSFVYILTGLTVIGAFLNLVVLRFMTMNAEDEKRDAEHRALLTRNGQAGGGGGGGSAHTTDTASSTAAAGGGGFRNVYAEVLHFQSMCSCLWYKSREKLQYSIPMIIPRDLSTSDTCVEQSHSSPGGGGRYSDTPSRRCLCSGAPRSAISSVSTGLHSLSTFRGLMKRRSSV
# Starred values were filed as active, the others as inactive; i = inactive; nt = no result given. Rows were taken by chance; 6.3% or so of the library scored in one or more.
SMILES,RGS4 inh,hERG protect,ANO1 activ,HDAC3 inh,KCNK9 inh,TMEM16A inh,SKKanGAS inh,KCNQ1 inh,RGS4 pot,KCNQ1 act,KCNK3 block
COc1ccc(C(=O)N=c2sc3c(C)ccc(OC)c3n2C)cc1OC,i,-10,i,-8,i,i,33,i,-7.7*,i,i
CCc1nc2ccccc2n1CC(O)COc1ccc(NC(C)=O)cc1 (stereo not given),i,-6,i,-6,i,i,-7,i,i,i,i
Cn1nc(C(C)(C)C)c([N+](=O)[O-])c1C(=O)Nc1ccc(Br)cc1,i,-8,i,2,i,i,21,i,i,i,i
CC(C)(C)OC(=O)N1CCC(C(=O)N[C@@H](Cc2ccccc2)C(=O)O)(c2ccccc2)CC1,i,-3,i,-5,i,i,1,i,i,i,i
O=C(C/C=N/OCc1ccc(Cl)cc1)c1cnc(-c2ccccc2)s1,i,-7,i,-2,i,i,1,i,i,i,i
COc1cccc(-c2cc(=O)c3cc(NC(=O)c4ccccc4)ccc3[nH]2)c1,i,-9,i,-10,i,i,7,i,i,i,i
COc1ccc(C(=O)NNC(=O)CSc2nnnn2C)cc1,i,-16,i,-1,i,i,5,i,i,i,i
O=C(CSC(=S)N1CCCC1)N1CCN(S(=O)(=O)c2cccc(F)c2)CC1,i,-9,i,6,i,i,-4,i,i,i,i
Cc1cccc(C)c1NC(=O)CN(C)C(=O)c1ccccc1SCC(=O)N1CCCC1,i,-9,i,3,i,i,-19,i,i,i,i
CC(C)(C)c1nnc(NC(=O)c2cccs2)s1,i,-2,i,1,i,i,-3,i,i,i,i
O=C(CCNc1cccc(F)c1)c1cc2ccccc2o1,i,-10,i,13,i,i,-5,i,i,i,i
Cc1cccc(CC2CC(=O)N(c3ccccc3)C2=O)c1 (stereo not given),i,-1,i,-4,i,i,-1,i,i,i,i

# As a short view, some entries already given:
SMILES,RGS4 inh,hERG protect,ANO1 activ,HDAC3 inh,KCNK9 inh,TMEM16A inh,SKKanGAS inh,KCNQ1 inh,RGS4 pot,KCNQ1 act,KCNK3 block
O=C(CCNc1cccc(F)c1)c1cc2ccccc2o1,i,-10,i,13,i,i,-5,i,i,i,i
Cc1cccc(CC2CC(=O)N(c3ccccc3)C2=O)c1 (stereo not given),i,-1,i,-4,i,i,-1,i,i,i,i

# (listing goes on)
SMILES,RGS4 inh,hERG protect,ANO1 activ,HDAC3 inh,KCNK9 inh,TMEM16A inh,SKKanGAS inh,KCNQ1 inh,RGS4 pot,KCNQ1 act,KCNK3 block
O=Cc1cccn1-c1sc2c(c1C(=O)O)CCCC2,i,-6,i,3,i,i,3,i,i,i,i
CCN(CCCNC(=O)C1CCC(=O)N1Cc1ccccc1Cl)c1cccc(C)c1 (stereo not given),i,-11,i,-5,i,i,3,i,i,i,i
COc1ccc(C(=O)COC(=O)c2ccc3ccccc3n2)cc1,i,-18,i,7,i,i,0,i,i,i,i
Cc1c(Nc2nc3ccccc3nc2NS(=O)(=O)c2cccc(Cl)c2)c(=O)n(-c2ccccc2)n1C,i,-7,i,-1,i,i,-15,i,i,i,i
O=C1C(=O)N(CCN2CCCCC2)c2ccccc21,i,-3,i,6,i,i,2,i,i,i,i
Cc1ccc(S(=O)(=O)c2nc(-c3ccccc3)oc2NCCCN2CCOCC2)cc1,i,-9,i,nt,i,nt,-11,i,i,i,i
COc1ccc(C2C=C(c3ccc(F)cc3)NC(=S)N2)cc1OC (stereo not given),i,-10,i,-1,i,i,6,i,i,i,i
COC(=O)NCC(C)OC(=O)Nc1cccc(Cl)c1 (stereo not given),i,-8,i,8,i,i,-5,i,i,i,i
O=S(=O)(c1ccccc1)N1N=C(c2ccccc2)CC1c1ccco1 (stereo not given),i,-12,nt,5,i,i,3,i,i,i,nt
Cc1ccccc1C(=O)Nc1ccc(N2CCCCCC2)cc1,i,-8,i,1,i,i,1,i,i,i,i
COc1cc2c(cc1OC)C(c1ccc([N+](=O)[O-])cc1)NC(=O)C2 (stereo not given),i,-10,i,1,i,i,-2,i,i,i,i
COc1cc2c(cc1OC)C(C)N(S(=O)(=O)c1ccc(C)cc1)CC2 (stereo not given),i,-13,i,1,i,i,-3,i,i,i,i
O=C(CN1CCN(c2ccccc2O)CC1)NCCCc1ccccc1,i,-13,i,4,i,i,2,i,i,i,i
O=C(Nc1ccc(-c2nnn(CC(=O)N3CCN(C(=O)c4ccco4)CC3)n2)cc1)c1ccccc1F,i,-10,nt,-7,i,i,11,i,i,i,nt
CCc1cccc(NC(=O)C2CCN(S(=O)(=O)c3cccs3)CC2)c1,i,-7,i,7,i,i,4,i,i,i,i
O=C(Nc1ccc2oc(-c3ccncc3)nc2c1)c1ccc(F)cc1,i,-12,i,-6,i,i,3,i,i,i,i
O=C(/C=C/c1ccco1)Nc1cccc(C(=O)Nc2ccccc2C(=O)O)c1,i,-10,i,3,i,i,2,i,i,i,i
CC1CC(C)CN(CCCNC(=O)Cn2cccc2C(=O)c2ccccc2)C1 (stereo not given),i,-6,i,3,i,i,-4,i,i,i,i
COc1ccc(S(=O)(=O)N2CCCCCC2)cc1C(=O)N(C)Cc1ccc(OC)c(OC)c1OC,i,-11,i,1,i,i,-6,i,i,i,i
C=CCn1c(=O)c2ccccc2n2c(SC(C)C(N)=O)nnc12 (stereo not given),i,-4,i,-1,i,i,1,i,i,i,i
CC1CN(C(=O)c2cc3cc(Cl)cc(Cl)c3oc2=O)CC(C)O1 (stereo not given),i,-7,i,-9,i,i,0,i,i,i,i
CCCCNC(=S)NC(=O)c1ccccc1Br,i,0,i,3,i,i,-2,i,i,i,i
CN(Cc1cnccn1)C(=O)CC1C(=O)NCCN1Cc1cccc(Oc2ccccc2)c1 (stereo not given),i,-13,i,-1,i,i,4,i,i,i,i
N=C1SCC(=O)N1c1ncc(Cc2ccccc2Cl)s1,i,-5,i,nt,i,nt,-8,i,i,i,i
CC(NC(=O)CCl)c1ccc(Cl)c(Cl)c1 (stereo not given),i,-5,i,9,i,i,-1,i,i,i,i
O=C(Cc1ccc(Cl)c(Cl)c1)Nc1ccc(S(=O)(=O)Nc2ncccn2)cc1,i,-1,i,-3,i,i,2,i,i,i,i
O=C(CSc1nc2ccccc2c(=O)[nH]1)N1CCCCC1,i,-7,i,-2,i,i,-3,i,i,i,i
COc1ccc(N2C(=O)CCC2=O)cc1,i,-6,i,-3,i,i,6,i,i,i,i
CC(C)(C)CC(=O)NC(=S)NCc1ccccc1,i,-7,i,11,i,i,4,i,i,i,i
O=C(NCCc1csc(-c2ccccc2)n1)c1c(F)cccc1F,i,-9,i,1,i,i,-3,i,i,i,i
O=C(O)CCc1nn2c3ccccc3n(CC(=O)O)c2nc1=O,i,-7,i,-15,i,i,-16,i,i,i,i
CCOc1ccc(NC(=S)NC(=O)/C=C/c2ccco2)cc1,i,-4,i,-2,i,i,1,i,i,i,i
O=C(O)CC(Cc1ccc(Cl)cc1)C(=O)NCC12CC3CC(CC(C3)C1)C2 (stereo not given),i,-5,i,2,i,i,-2,i,i,i,i
CN(Cc1nc(-c2cccc(Cl)c2)no1)C1CCOCC1,i,-12,i,nt,i,i,2,i,i,i,i
N#Cc1ccc(OCc2nnc(-c3ccc([N+](=O)[O-])cc3)o2)cc1,i,-1,i,6,i,i,4,i,i,i,i
CCOC(=O)c1c(NC(=O)c2ccccc2Cl)sc2c1CCc1ccccc1-2,i,-13,i,-11,i,i,16,i,i,i,i

# Continued; it opens with the four that closed the last part.
SMILES,RGS4 inh,hERG protect,ANO1 activ,HDAC3 inh,KCNK9 inh,TMEM16A inh,SKKanGAS inh,KCNQ1 inh,RGS4 pot,KCNQ1 act,KCNK3 block
O=C(O)CC(Cc1ccc(Cl)cc1)C(=O)NCC12CC3CC(CC(C3)C1)C2 (stereo not given),i,-5,i,2,i,i,-2,i,i,i,i
CN(Cc1nc(-c2cccc(Cl)c2)no1)C1CCOCC1,i,-12,i,nt,i,i,2,i,i,i,i
N#Cc1ccc(OCc2nnc(-c3ccc([N+](=O)[O-])cc3)o2)cc1,i,-1,i,6,i,i,4,i,i,i,i
CCOC(=O)c1c(NC(=O)c2ccccc2Cl)sc2c1CCc1ccccc1-2,i,-13,i,-11,i,i,16,i,i,i,i
CCOC(=O)N1CCN(CC(O)COc2ccccc2C(C)(C)C)CC1 (stereo not given),i,-8,i,4,i,i,9,i,i,i,i
O=C(COc1ccc(Br)cc1)N(CCO)CCO,i,-7,i,-3,i,i,-5,i,i,i,i
Cn1c(=S)[nH]c2[nH]c(=O)cnc2c1=O,i,-6,i,2,i,i,-1,i,i,i,i
CC(=O)Nc1ccc(NC(=O)CSC2=NS(=O)(=O)c3cc(Cl)ccc3N2)cc1,i,-1,i,nt,i,i,2,i,i,i,i
Cc1ccc(S(=O)(=O)N2CCOCC2)cc1C(=O)N1C(=O)c2cccc(N)c2C1=O,i,-13,i,0,i,i,10,i,i,i,i
COC(=O)c1ccc(Cn2cc(Cl)cn2)o1,i,-3,i,-5,i,i,-12,i,i,i,i
CC(C)(C)c1ccc(-c2nnc3sc(-c4ccccn4)nn23)cc1,i,-6,i,-4,i,i,16,i,i,i,i
Cc1ccc(OCc2nc3ccccc3n2C)cc1,i,-7,i,0,i,i,3,i,i,i,i

# High-throughput results as filed in PubChem BioAssay.
